Compound activity (PubChem)
MEKK2wt PB1 HTS = raises or lowers MEK5 binding to wildtype human MEKK2 PB1 domain; Q9Y2U5; bead flow cytometry, Alexa488-MEK5 binding to MEKK2 WT; actives lie on both sides; binding response (% of control), % at 10 µM; 1.1% of 290,000 active; AID 1531; in the data active = binding response below about 67% or above about 130%
GPR7 antagonist = blocks human GPR7 receptor signaling. inhibition, % at 4.4 µM. P48145. AID 1861. GPR7-expressing cells, fluorescence antagonist assay. 1.1% of 290,000 active; in the data active = inhibition above about 16%, passing the limit was not always enough;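 note: cells stimulated with the agonist NPW; 0% = agonist with vehicle and 100% = vehicle without agonist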
Target sequence (P48145 whole entry, looked up): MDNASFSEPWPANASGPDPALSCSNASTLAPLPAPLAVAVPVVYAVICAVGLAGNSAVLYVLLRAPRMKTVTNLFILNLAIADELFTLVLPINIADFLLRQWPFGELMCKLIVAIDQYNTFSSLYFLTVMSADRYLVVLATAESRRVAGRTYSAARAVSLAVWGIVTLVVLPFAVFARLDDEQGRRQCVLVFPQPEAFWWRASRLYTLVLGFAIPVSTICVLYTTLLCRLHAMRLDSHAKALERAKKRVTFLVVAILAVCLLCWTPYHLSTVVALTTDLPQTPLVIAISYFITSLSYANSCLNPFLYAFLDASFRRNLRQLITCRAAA
MEKK3 PB1 HTS = MEKK3-MEK5 PB1 interaction, increase or decrease; AID 1529; bead-based flow cytometry, Alexa488-MEK5 binding to MEKK3; actives lie on both sides; 0 = blocked by unlabeled MEK5, 100 = vehicle; 1.4% of 290,000 active; binding response (% of control), % at 10 µM;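 active = binding response more than 3 SD above or below the average of its plate-row segment, actives on both sides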;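 note: Alexa488 bead fluorescence after subtracting the streptavidin-only scavenger bead signal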
OXTR agonist = activates the human oxytocin receptor. 0.32% of 320,000 active. activation, % at 3 µM. CHO-OTR cells, Fluo-8 calcium fluorescence; normalized: DMSO 0%, oxytocin 100%. P30559;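 active = activation above the mean of all tested compounds plus 3 SD, cutoff set per screening run, cut at about 20% in these data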;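 note: peak over basal fluorescence ratio from a 100 s FLIPR kinetic read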
Target sequence (P30559 whole entry, looked up): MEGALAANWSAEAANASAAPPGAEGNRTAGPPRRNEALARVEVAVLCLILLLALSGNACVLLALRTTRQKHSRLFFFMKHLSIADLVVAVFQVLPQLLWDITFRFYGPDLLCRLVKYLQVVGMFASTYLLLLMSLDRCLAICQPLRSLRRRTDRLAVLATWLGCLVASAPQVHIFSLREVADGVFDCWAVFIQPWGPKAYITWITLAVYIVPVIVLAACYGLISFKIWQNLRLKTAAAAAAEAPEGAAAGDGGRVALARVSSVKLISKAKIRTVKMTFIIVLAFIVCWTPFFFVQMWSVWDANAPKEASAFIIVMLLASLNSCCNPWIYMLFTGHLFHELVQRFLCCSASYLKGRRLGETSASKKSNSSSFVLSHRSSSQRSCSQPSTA
PHOSPHO1 inh = blocks human PHOSPHO1 phosphatase activity; recombinant PHOSPHO1, absorbance phosphatase assay; Q8TCT1; inhibition, % at 13.3 µM; 1.1% of 290,000 active; in the data active = inhibition above about 60%
Target sequence (Q8TCT1 whole entry, looked up): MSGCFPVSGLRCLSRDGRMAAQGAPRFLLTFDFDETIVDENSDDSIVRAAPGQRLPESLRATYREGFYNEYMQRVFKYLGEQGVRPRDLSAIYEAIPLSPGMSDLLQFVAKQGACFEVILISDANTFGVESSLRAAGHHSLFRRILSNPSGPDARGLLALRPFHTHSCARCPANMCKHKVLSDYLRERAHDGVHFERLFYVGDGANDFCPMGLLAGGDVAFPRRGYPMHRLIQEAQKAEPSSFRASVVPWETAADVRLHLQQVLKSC
MEKK2 mut-MEK5 = signal of MEK5 binding to mutant human MEKK2 PB1 domain. percent response, % at 10 µM. bead flow cytometry, Alexa488-MEK5 binding to MEKK2 mutant. 0.35% of 290,000 active. AID 1530; in the data active = percent response above about 24%, passing the limit was not always enough; note: inactives centre near 1; some results filed as inactive read as strong as hits; reference of the scale not given here
M18AAP inhibitor = PfM18AAP enzyme inhibition; recombinant PfM18AAP, H-Glu-NHMec fluorogenic cleavage; inhibition, % at 7.35 µM; 1.2% of 290,000 active; AID 1822;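 active = inhibition above the campaign mean inhibition over all tested compounds plus 3 SD, cut at about 28% in these data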;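 note: 0% = plate median of test compound wells and 100% = 2 mM ZnCl2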
NALP1 yeast inh = blocks the NALP1 inflammasome reconstituted in yeast; S. cerevisiae NALP1/ASC/caspase-1 growth, X-gal OD620, 72 h; 0.61% of 280,000 active; inhibition, % at 10 µM; in the data active = inhibition mostly above about 24%, no sharp cut-off; inactive = mostly below about 32%; note: some compounds called inactive have numbers as strong as hits
DNA FID counter = counter-screen for HCV NS3 helicase inhibitors: DNA intercalator displacement. 0.17% of 290,000 active. DNA fluorescent intercalator displacement, fluorescence. inhibition, % at 7.9 µM; in the data active = inhibition above about 37%;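 note: 0% = vehicle and 100% = reference compound; higher means more ethidium bromide displaced from hairpin DNA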
Active calls of the source: *; . = not tested or not shown.

The opening three records (preview)
Every second line gives: NALP1 yeast inh | M18AAP inhibitor | PHOSPHO1 inh | OXTR agonist | MEKK3 PB1 HTS | DNA FID counter | MEKK2 mut-MEK5 | GPR7 antagonist | MEKK2wt PB1 HTS
- O=CN1CCN(C(=O)c2ccccc2F)CC1
  15.0 | 2.7 | -11.6 | 0.1 | 98.0 | 4.1 | 8.0 | -6.9 | 103.0
- COC(=O)c1cc(Br)c(=O)n(CCN2CCOCC2)c1
  3.1 | -1.1 | 34.6 | 1.1 | 108.0 | -1.4 | 6.0 | -12.3 | 108.0
- CCOC(=O)C1CCN(CC(=O)c2ccc(O)c(C)c2O)CC1
  17.1 | 26.6 | -5.0 | 0.5 | 99.0 | -10.0 | -3.0 | -6.0 | 96.0

This part in full, from the first entry:
Every second line gives: NALP1 yeast inh | M18AAP inhibitor | PHOSPHO1 inh | OXTR agonist | MEKK3 PB1 HTS | DNA FID counter | MEKK2 mut-MEK5 | GPR7 antagonist | MEKK2wt PB1 HTS
- O=CN1CCN(C(=O)c2ccccc2F)CC1
  15.0 | 2.7 | -11.6 | 0.1 | 98.0 | 4.1 | 8.0 | -6.9 | 103.0
- COC(=O)c1cc(Br)c(=O)n(CCN2CCOCC2)c1
  3.1 | -1.1 | 34.6 | 1.1 | 108.0 | -1.4 | 6.0 | -12.3 | 108.0
- CCOC(=O)C1CCN(CC(=O)c2ccc(O)c(C)c2O)CC1
  17.1 | 26.6 | -5.0 | 0.5 | 99.0 | -10.0 | -3.0 | -6.0 | 96.0
- Cc1ccc2nc(C)c(C(=O)NN=C3CCCCCC3)n2c1
  1.7 | -2.1 | 32.8 | -0.1 | 109.0 | -10.8 | -5.0 | 2.4 | 98.0
- CC1CCN(S(=O)(=O)c2ccc3c(c2)CC(C)N3C(=O)C2CCC2)CC1 (stereo unspecified)
  13.7 | -10.9 | 29.3 | -2.5 | 99.0 | -42.2 | 4.0 | -7.0 | 97.0
- CC(CCc1ccccc1)NC(=O)c1cccs1 (stereo unspecified)
  10.3 | 0.0 | 22.4 | -0.5 | 97.0 | -3.8 | -7.0 | -4.6 | 94.0
- COc1ccc(NS(=O)(=O)c2c(C)[nH]c(=O)[nH]c2=O)cc1OC
  -4.0 | 5.5 | 33.7 | 1.4 | 100.0 | 0.1 | 4.0 | -4.9 | 101.0
- C=CCc1cc(OC)ccc1OCCN1CC(C)OC(C)C1 (stereo unspecified)
  5.0 | -14.7 | 8.5 | 0.4 | 104.0 | -0.4 | 2.0 | -5.7 | 105.0
- O=C(Cc1ccc(F)cc1)OCC(=O)c1cc2ccccc2o1
  8.9 | 8.5 | 5.1 | -2.6 | 98.0 | -10.7 | -1.0 | -6.3 | 100.0
- N#Cc1cc2[nH]c3ccccc3c2[n+](-c2ccc([N+](=O)[O-])cc2)c1N
  1.3 | -5.8 | -9.8 | -0.1 | 93.0 | 10.8 | -14.0 | 11.4 | 85.0
- CCC(=O)N1N=C(c2ccccc2)CC1c1ccccc1 (stereo unspecified)
  -16.6 | 0.8 | 49.4 | -2.1 | 106.0 | -14.7 | 4.0 | 5.0 | 101.0
- O=C(NCCCn1ccnc1)c1cc2c(ccc3ccccc32)o1
  0.6 | -10.6 | 44.0 | -0.1 | 93.0 | 7.5 | -1.0 | -4.9 | 98.0
- COc1ccccc1N1CCN(Cc2ccc(O)c3ncccc23)CC1
  -10.4 | 9.9 | 39.7 | -0.1 | 82.0 | -7.9 | 3.0 | -7.3 | 114.0
- O=C(CCNS(=O)(=O)c1ccc(Cl)cc1)N1CCN(Cc2ccccc2)CC1
  13.0 | -9.3 | 7.1 | 3.2 | 90.0 | -11.7 | -3.0 | -4.9 | 91.0
- Cc1ccc2c(c1)N=C(c1ccc(F)cc1)CO2
  13.4 | 25.7 | 23.6 | -0.7 | 102.0 | 3.6 | -2.0 | 7.8 | 99.0
- Cc1cccc(NS(=O)(=O)Cc2ccccc2)n1
  -39.1 | -3.0 | -1.1 | 0.3 | 104.0 | 2.7 | -2.0 | -5.5 | 103.0
- O=C(NCc1nc2ccccc2[nH]1)c1cccc(S(=O)(=O)N2CCCC2)c1
  2.2 | -2.0 | 1.7 | -0.5 | . | -1.1 | . | 10.2 | .
- O=C(Nc1nc(-c2ccccc2)cs1)c1ccc2c(c1)S(=O)(=O)c1ccccc1C2=O
  11.7 | -4.8 | -6.6 | 0.0 | 99.0 | 3.3 | 1.0 | -6.7 | 97.0
- CCn1c(SCC(=O)Nc2ccc(C)cc2)nnc1-c1ccccn1
  6.5 | -10.8 | 15.7 | -2.0 | 80.0 | -21.6 | -19.0 | -1.2 | 81.0
- O=C(O)CCc1ccc(-c2ccc(F)cc2)n1CC(=O)O
  37.7 | -38.4 | 17.6 | 0.0 | 104.0 | -9.2 | 5.0 | -6.7 | 109.0
- COc1ccc(C(=O)C2CCCN(Cc3cccn3-c3ccccn3)C2)c(OC)c1 (stereo unspecified)
  -6.7 | -1.2 | 45.5 | 3.3 | 98.0 | 21.1 | -10.0 | 13.5 | 95.0
- CC(=O)/C(=C/N(C)C)Sc1ccc(C)cc1
  -4.5 | 0.2 | -9.0 | -0.1 | 106.0 | -3.3 | 6.0 | -4.2 | 107.0
- Cc1cc(=S)n(-c2ccccc2)n1C
  -1.9 | -3.0 | -27.3 | -0.3 | 112.0 | 6.1 | 12.0 | -6.3 | 114.0
- O=C(Nc1ccc(-c2nnc3n2CCCCC3)cc1)c1ccco1
  21.2 | -8.3 | 7.2 | 0.7 | 95.0 | -29.0 | 2.0 | -9.2 | 97.0
- COC(=O)CCCC(=O)NC1CC(C)(C)Cc2c1cnn2-c1ccc(C)cc1 (stereo unspecified)
  7.6 | -13.0 | 40.3 | -1.7 | 109.0 | -35.5 | 10.0 | -13.2 | 109.0
- Cc1nc(-c2cccnc2)sc1C(=O)Nc1ccc(C(F)(F)F)cc1
  36.5 | 5.8 | 32.6 | -1.1 | 99.0 | -7.0 | -1.0 | 0.2 | 94.0
- O=S(=O)(NCc1cccs1)c1ccc(Br)s1
  15.1 | -1.0 | 27.0 | -0.9 | 104.0 | -3.6 | 8.0 | -18.3 | 112.0
- COc1cccc(N2CCN(CC(=O)Nc3nc(C)c(C(=O)N(C)C)s3)CC2)c1
  -1.7 | 3.4 | 35.7 | -0.6 | 98.0 | -23.7 | 3.0 | -12.6 | 105.0
- O=S(=O)(NN=C1CCCCC1)c1ccccc1
  8.6 | 1.8 | 12.5 | -1.9 | 100.0 | -0.7 | -2.0 | -6.4 | 96.0
- CCCSc1nnc(N2C(=O)CC(c3ccsc3)C3=C2CCCC3=O)s1 (stereo unspecified)
  24.6 | -0.1 | -6.0 | -1.3 | 102.0 | -28.7 | -1.0 | 5.7 | 97.0
- CCCOC(=O)C1=C(C)NC2=C(C(=O)C(C(=O)OC)C(C)C2)C1c1ccc(N(C)C)cc1 (stereo unspecified)
  6.7 | 12.0 | -25.8 | -0.3 | 100.0 | -19.8 | -4.0 | -16.6 | 96.0
- Cc1cc2c(cc1S(=O)(=O)CCC(=O)NCc1ccccc1)OCC(=O)N2
  -2.5 | -11.8 | 38.6 | 0.0 | 102.0 | -8.4 | -2.0 | 2.7 | 101.0
- COC(=O)c1ccc2nc(Nc3nc4ccc(F)cc4s3)sc2c1
  22.6 | 4.7 | -14.5 | 0.0 | 100.0 | -2.1 | 1.0 | 2.0 | 106.0
- O=C(COC(=O)c1ccccc1NC(=O)c1ccco1)Nc1ncc(Cl)cc1Cl
  11.8 | 13.0 | -15.3 | -2.1 | 99.0 | -12.8 | 2.0 | -1.0 | 95.0
- COc1ccccc1NC(=O)c1cc(OC)c(OC)cc1[N+](=O)[O-]
  10.6 | 2.1 | -0.9 | -0.1 | 96.0 | -0.8 | -6.0 | -9.9 | 94.0
- COc1cccc(C(=O)/C=C/Nc2ccc(S(=O)(=O)Nc3onc(C)c3C)cc2)c1
  25.0 | -7.2 | -1.4 | 0.3 | 103.0 | -27.2 | 20.0 | -0.4 | 118.0
- C=C(C)c1cccc(C(C)(C)NC(=O)N2CCC(C(N)=O)CC2)c1
  3.5 | -8.2 | 12.3 | 2.7 | 101.0 | -9.1 | -3.0 | -5.0 | 95.0
- CCOc1ccccc1NC(=O)c1ccc2c(c1)C(=O)N(C(C)(C)C)C2=O
  20.6 | 0.8 | 19.3 | -0.4 | 105.0 | -17.1 | 2.0 | -15.2 | 104.0
- Cc1cc(NC(=O)Nc2cccc(Cl)c2)n(C(C)(C)C)n1
  9.1 | -16.4 | -8.7 | 3.2 | 103.0 | 4.2 | 1.0 | -12.1 | 107.0
- COC(=O)CCNC(=O)Cc1c(C)n(C(=O)c2ccc(Cl)cc2)c2ccc(OC)cc12
  -12.2 | 2.0 | 43.3 | 0.6 | 101.0 | -36.9 | 2.0 | -7.0 | 99.0
- CCO[C@H]1OC(C(=O)NCc2ccccc2)=C[C@@H](C2CC2)[C@@H]1CCCO
  -19.5 | 4.8 | 59.6 | -1.2 | 96.0 | -25.6 | -3.0 | -6.2 | 97.0
- Cc1ccc(N2CCN(/N=C/C(Cl)=C/c3ccccc3)CC2)cc1
  12.9 | 5.6 | 20.0 | 0.6 | 104.0 | -0.8 | 2.0 | -8.5 | 104.0
- NC(=O)c1ccc(NC(=O)C#Cc2ccccc2)cc1
  8.8 | 3.2 | 24.1 | 0.2 | 108.0 | -7.2 | 11.0 | -3.5 | 111.0
- COc1ccc2cc(C(=O)NCc3ccco3)c(=O)oc2c1
  6.2 | 5.8 | 12.4 | -0.5 | 109.0 | -0.4 | 3.0 | 11.9 | 111.0
- Cc1cc(SCC(=O)N/N=C/c2ccc(C(=O)O)cc2)nc2ccccc12
  15.8 | -4.2 | 18.4 | 1.1 | 96.0 | -21.6 | -5.0 | 18.1 | 95.0
- COc1ccc(OC)c(NC(=O)CCc2c[nH]c3ccccc23)c1
  -9.8 | -4.2 | 24.5 | -0.3 | 99.0 | -6.4 | -9.0 | 1.6 | 90.0
- CCC(C(=O)Nc1ccc2c(c1)OCCO2)n1nnc2ccccc2c1=O (stereo unspecified)
  7.7 | -5.5 | 33.2 | -2.6 | 106.0 | -15.5 | 4.0 | -13.6 | 110.0
- CC(C)[C@H](NC(=O)c1ccc(F)cc1)C(=O)NC1=NCCS1
  -1.1 | 0.9 | -3.4 | -1.4 | 98.0 | -0.8 | -7.0 | -1.7 | 92.0
- C/C(=N\OC(=O)c1ccc(C)cc1)c1sc(C)nc1C
  12.9 | -7.5 | -6.5 | -2.2 | 98.0 | -19.5 | -1.0 | -3.0 | 99.0
- COc1ccccc1N1CCN(CCCOc2ccc(F)cc2)CC1
  7.7 | 6.4 | -4.2 | 0.4 | 89.0 | 15.6 | -4.0 | 3.8 | 91.0
- O=C(NCc1ccco1)c1ccc(Cn2c(=O)c3ccccc3n(Cc3ccc(Cl)cc3)c2=O)cc1
  0.1 | -6.9 | -61.5 | 0.8 | 133.0* | -1.9 | 8.0 | -1.4 | 122.0
- COc1ccc(CNC(=O)CN(c2cccc([N+](=O)[O-])c2)S(C)(=O)=O)cc1
  5.4 | -3.4 | 37.0 | 0.0 | 116.0 | 1.2 | 0.0 | -10.1 | 110.0
- O=[N+]([O-])c1cccc(-c2ccc(C(=S)N3CCN(c4ccc(F)cc4)CC3)o2)c1
  15.0 | -3.1 | 25.2 | 0.7 | 109.0 | -4.4 | 2.0 | -2.5 | 99.0
- OCCCn1c(-c2ccccc2)csc1=Nc1ccccc1
  4.7 | 18.5 | -0.7 | 5.0 | 104.0 | -20.6 | 7.0 | -11.6 | 103.0
- Cn1nc(C(F)(F)F)c(/C=N/OC(=O)c2ccc(Cl)cc2)c1Cl
  -9.5 | -1.2 | 35.8 | -1.0 | 105.0 | -2.4 | 5.0 | -14.9 | 103.0
